zfTRPN1 agonist: zebrafish TRPN1 (NompC) channel agonism; HEK293 zebrafish TRPN1-YFP, Fluo-8 calcium fluorescence; 100% = response to 87 µM carbachol; activation, % at 3 µM; actives 0.18% (n = 220,000); AID 1424;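 active = activation above its plate's cutoff, the mean activation of test wells on that plate plus 3 SD, cut at about 19% in these data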;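 also: 0% = DMSO alone and 100% = 87 µM carbachol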
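Material: zebrafish TRPN1-YFP in HEK293 cells. Doses: one dose of 3 µM, 0.3% DMSO. Incubation: dye 1 h 37 °C plus 30 min RT. Measured by: intracellular calcium fluorescence with Fluo-8.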
EBV gp42 inh: blocks Epstein-Barr virus glycoprotein 42 binding. Q1HVG2. Fluorescence polarization binding assay, mP read-out. inhibition, % (tested at 21.74 µM). actives 0.42% (n = 220,000). AID 1085; in the data active = inhibition above about 50%
Furin inhibitor: human furin inhibition; P09958; purified furin, fluorogenic substrate cleavage; inhibition, % at 30 µM; actives 0.061% (n = 220,000); AID 463115; in the data active = inhibition above about 25%; also: inactives centre near -15
Tb hexokinase: T. brucei hexokinase 1 inhibition. recombinant TbHK1, G6PDH-coupled NADH A340. inhibition, % at 10 µM. actives 0.11% (n = 220,000). AID 1430;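 active = inhibition of 50% or more in the single-dose primary screen; inactive = inhibition below 50%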
Calpain2 inh: blocks pig calpain II enzyme activity; purified calpain II, fluorogenic peptide substrate, 30 min; inhibition, % at 16 µM; actives 0.37% (n = 220,000);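 active = inhibition above about 50%, limit read from the data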
KCC2 mod: modulators of human KCC2 chloride dependent transport; Q9H2X9; KCC2 cells, thallium flux FluoZin-2 fluorescence; B-score of Tl+ flux slope (higher = more flux/activation; lower = inhibition) at 10 µM; actives 2.2% (n = 190,000); AID 1456;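 active = thallium flux slope and its plate-corrected score both differing from the plate sample mean at a set confidence after two filtering rounds, in either direction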;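 also: slope of fluorescence scaled to starting intensity during 10 to 20 s after thallium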
Target sequence (Q9H2X9 whole entry, looked up): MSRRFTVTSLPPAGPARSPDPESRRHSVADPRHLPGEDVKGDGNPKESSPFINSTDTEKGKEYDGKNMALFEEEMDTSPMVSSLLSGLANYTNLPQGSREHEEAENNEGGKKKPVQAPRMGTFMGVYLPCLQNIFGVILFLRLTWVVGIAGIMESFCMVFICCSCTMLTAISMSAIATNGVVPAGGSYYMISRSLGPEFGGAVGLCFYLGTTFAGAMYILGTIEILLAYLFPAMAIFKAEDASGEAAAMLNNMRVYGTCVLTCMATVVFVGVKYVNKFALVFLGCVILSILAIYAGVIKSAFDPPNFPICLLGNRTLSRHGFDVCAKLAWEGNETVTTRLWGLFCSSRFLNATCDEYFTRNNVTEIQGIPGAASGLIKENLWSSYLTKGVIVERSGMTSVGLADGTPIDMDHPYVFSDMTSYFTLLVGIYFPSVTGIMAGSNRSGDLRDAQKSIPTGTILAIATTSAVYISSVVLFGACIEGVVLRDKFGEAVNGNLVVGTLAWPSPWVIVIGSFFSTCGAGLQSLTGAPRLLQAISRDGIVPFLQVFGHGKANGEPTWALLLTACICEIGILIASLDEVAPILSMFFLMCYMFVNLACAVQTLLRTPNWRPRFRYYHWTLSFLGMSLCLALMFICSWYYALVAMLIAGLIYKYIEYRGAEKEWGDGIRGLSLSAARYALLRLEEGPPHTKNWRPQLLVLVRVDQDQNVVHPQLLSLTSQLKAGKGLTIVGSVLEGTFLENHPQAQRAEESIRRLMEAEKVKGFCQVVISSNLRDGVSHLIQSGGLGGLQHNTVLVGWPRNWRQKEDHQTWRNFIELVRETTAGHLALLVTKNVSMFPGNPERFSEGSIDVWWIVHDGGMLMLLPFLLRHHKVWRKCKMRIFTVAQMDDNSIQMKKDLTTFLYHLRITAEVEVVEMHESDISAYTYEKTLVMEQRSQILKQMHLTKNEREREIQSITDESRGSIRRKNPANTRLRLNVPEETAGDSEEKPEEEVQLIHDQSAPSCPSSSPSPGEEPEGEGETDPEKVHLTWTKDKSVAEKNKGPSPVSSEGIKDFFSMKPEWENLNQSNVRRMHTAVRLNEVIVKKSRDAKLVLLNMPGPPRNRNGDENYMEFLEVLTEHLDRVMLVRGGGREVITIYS
PPC-1+TRAIL kill: compounds killing PPC-1 cancer cells with TRAIL present (potentiator screen, no TRAIL-free arm) | PPC-1 cells + TRAIL, ATPLite viability luminescence | AID 1443 | actives 0.41% (n = 220,000) | cell killing (% activity), % at 4 µM;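 active = cell killing above 50% in the first pass at 4 µM, then a duplicate retest at 5 µM averaging 50% or more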;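 also: plate controls were cells with TRAIL plus DMSO for no effect and medium-only wells lacking cells for full effect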
TRPML3 agonist: agonists of human TRPML3 channel; Q8TDD5; HEK293 TRPML3-YFP, Fluo-8 calcium fluorescence; 100% = the carbachol control signal; activation, % at 3 µM; actives 0.29% (n = 220,000); AID 1448;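 active = activation above its plate's cutoff, the mean activation of the plate's test wells plus 3 SD, cut at about 12% in these data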;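 also: 0% = DMSO only wells and 100% = carbachol wells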
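Test system: TRPML3-YFP stable HEK293 cells. Doses: single point at 3 µM. Incubation: dye loading 1 h 37 °C then 30 min ambient, 125 s read. Signal: Fluo-8 calcium dye fluorescence, ex 470-495, em 515-575 nm. Measure: percent activation from peak-to-basal fluorescence ratio, scaled between DMSO and carbachol.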
thrombin 1536: blocks human thrombin protease activity; P00734; alpha-thrombin, Boc-VPR-AMC fluorogenic substrate cleavage; inhibition, % at 5 µM; actives 0.26% (n = 220,000);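 active = inhibition at or above 40%; inactive = inhibition below 40%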;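 also: 0% = enzyme with no compound and 100% = wells without enzyme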
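System: Human alpha-thrombin protein | Medium: pH 7.5 Tris (50 mM) with NaCl 150 mM, Tween 20 0.05% | Times: Enzyme reaction carried out at room temperature | Detection: AMC fluorescence, 355/460 nm | Evaluation: Percent inhibition scaled between no-compound controls and no-enzyme blanks | Benchmarks: Enzyme without compound as high, wells lacking enzyme as low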
* = called active by the depositor; i = inactive; nt = not tested or not shown; [ ] = remark or other dose.

# | structure | zfTRPN1 agonist | EBV gp42 inh | Furin inhibitor | Tb hexokinase | Calpain2 inh | KCC2 mod | PPC-1+TRAIL kill | TRPML3 agonist | thrombin 1536
1 | Cc1ccc(/C=C/C(=O)Nc2sc(C)c(C)c2C(=O)OC(C)C)o1 | -1.2 | -24.9 | -9.0 | 31.5 | -151.9 | 0.607 | 7.9 | 1.2 | -6.5
2 | CCCOC(=O)c1c(NC(=O)CCC(=O)O)sc2c1CCCCC2 | -2.2 | 4.2 | -10.9 | -7.7 | -14.0 | -2.59 | 3.7 | 0.4 | -2.1
3 | O=C(C(=O)N1CCOCC1)c1c[nH]c2ccccc12 | 1.6 | -19.2 | -25.5 | -11.5 | -13.1 | nt | 7.2 | 0.9 | 7.7
4 | Cn1cnnc1SC/C(O)=C(\C#N)c1nc2ccccc2[nH]1 | -0.4 | -2.1 | -6.6 | -31.2 | 8.9 | 1.38 | 8.6 | -0.1 | 4.8
5 | CN1CCN(C(=O)C2=C[C@@H](c3ccc4c(c3)OCO4)C[C@@H](OCc3ccc(CO)cc3)O2)CC1 | 0.6 | -5.7 | -27.7 | -6.8 | -16.2 | 0.534 | 0.1 | 0.5 | -4.0
6 | Cc1cc2nc(C)n3c4ccccc4nc3n2n1 | 0.6 | -10.4 | -16.6 | -0.3 | -0.9 | nt | -27.3 | 0.6 | 3.5
7 | O=C(c1cc(-c2cccs2)on1)N1CCN(c2ccccc2)CC1 | -0.5 | -20.0 | -1.7 | 9.4 | 13.3 | 1.72 | -2.6 | -0.4 | -10.0
8 | O=C(CN1C(=O)S/C(=C\C=C\c2ccccc2)C1=O)Nc1cccc(O)c1 | -1.4 | -12.7 | -7.6 | -16.7 | -11.6 | -2.72 | -7.0 | 0.1 | -5.6
9 | CC[n+]1c(/C=C/C=C/N(C(C)=O)c2ccccc2)sc2cc(OC)ccc21 | 10.0 | -204.7 | -4.8 | 4.7 | 0.7 | -1.84 | 18.0 | 2.2 | -3.2
10 | CCCCN1C2CCCC1CC(NC(=O)N(C(C)C)C(C)C)C2 (stereo not drawn) | -0.1 | nt | -27.8[20 µM] | 4.3 | nt | -0.379 | nt | 0.6 | nt
11 | Cn1c(=O)[nH]c(=O)c2c1nc(CN1CCN(c3cccc(Cl)c3)CC1)n2CCc1ccccc1 | -0.8 | -12.2 | -13.9[20 µM] | -4.2 | -49.4 | -0.532 | -12.9 | 0.7 | -8.3
12 | O=C(COC(=O)c1cccc(S(=O)(=O)N2CCc3ccccc32)c1)NC1CCS(=O)(=O)C1 (stereo not drawn) | -0.4 | -7.9 | -8.0[20 µM] | -7.6 | -30.6 | -0.626 | -39.5 | 0.7 | 3.1
13 | Cc1ccc(CNC(=O)c2ccccc2-n2cnnn2)cc1 | 0.3 | -13.2 | -31.9 | -3.9 | 11.0 | -0.701 | 2.4 | 0.5 | -2.4
14 | CCOc1[nH]n(-c2ccccc2)c(=O)c1C=Nc1ccc(F)cc1F | 1.9 | 0.2 | -7.1 | -17.5 | -21.8 | 4.09* | -2.2 | 0.6 | -7.2
15 | COc1ccc(-c2noc(CCC(=O)Nc3cccc(C)c3)n2)cc1 | 2.8 | 2.4 | -20.2 | -4.7 | 27.0 | nt | 16.2 | 1.4 | -0.1
16 | COC(=O)c1sc2ncccc2c1OCc1cccc(Cl)c1 | -2.0 | -3.9 | -24.7 | 0.7 | -31.6 | -0.286 | 13.7 | -0.1 | 1.5
17 | COc1ccc(C(CC(=O)N2CCN(c3ccccc3)CC2)c2c(OC)cc(OC)c3c(-c4ccccc4)cc(=O)oc23)cc1 (stereo not drawn) | nt | -17.5 | -23.9 | -10.9 | -68.2 | -2.33 | -1.2 | nt | 3.1
18 | O=C(CCn1nnc2ccccc2c1=O)N[C@H](C(=O)O)c1ccccc1 | 0.5 | -3.3 | -13.1 | 5.5 | -11.0 | nt | 6.7 | 0.5 | -11.4
19 | O=C(NCc1nc2ccccc2[nH]1)C1CCCCC1 | -0.2 | 3.0 | -2.5 | -5.3 | 18.1 | 0.666 | -1.6 | 0.1 | -2.5
20 | O=C1CC(c2ccccc2)Cc2nc(N3CCc4ccccc4C3)ncc21 (stereo not drawn) | -0.5 | -22.0 | -1.5[20 µM] | 0.1 | 54.5* | nt | -1.4 | -0.7 | 0.2
21 | Cc1cccc(N=c2c([N+](=O)[O-])nn(-c3ccc(Cl)cc3)n2O)c1 | 3.7 | -2.7 | -22.6 | -5.3 | 1.4 | 0.0101 | 4.4 | 2.1 | 2.3
22 | COc1ccc(Nc2nc(N)nc(CSC(=S)N3CCCCC3)n2)cc1 | -1.3 | -14.9 | -14.2 | 0.3 | 7.2 | -0.193 | 8.2 | -1.2 | -19.8
23 | Cc1cc2[nH]cnc2c([N+](=O)[O-])c1C | 0.0 | 3.8 | -13.7 | -7.7 | -11.7 | 0.41 | 14.0 | 1.1 | 3.6
24 | Cc1ccc(NC(=O)CSc2nnc(-c3cnccn3)n2-c2ccccc2)cc1 | -0.5 | -12.5 | -15.0[20 µM] | 0.8 | 15.6 | 0.553 | 9.9 | -0.3 | 7.3

Arranged by molar mass (descending): four of the compounds above.
# | structure | zfTRPN1 agonist | EBV gp42 inh | Furin inhibitor | Tb hexokinase | Calpain2 inh | KCC2 mod | PPC-1+TRAIL kill | TRPML3 agonist | thrombin 1536
20 | O=C1CC(c2ccccc2)Cc2nc(N3CCc4ccccc4C3)ncc21 (stereo not drawn) | -0.5 | -22.0 | -1.5[20 µM] | 0.1 | 54.5* | nt | -1.4 | -0.7 | 0.2
18 | O=C(CCn1nnc2ccccc2c1=O)N[C@H](C(=O)O)c1ccccc1 | 0.5 | -3.3 | -13.1 | 5.5 | -11.0 | nt | 6.7 | 0.5 | -11.4
21 | Cc1cccc(N=c2c([N+](=O)[O-])nn(-c3ccc(Cl)cc3)n2O)c1 | 3.7 | -2.7 | -22.6 | -5.3 | 1.4 | 0.0101 | 4.4 | 2.1 | 2.3
23 | Cc1cc2[nH]cnc2c([N+](=O)[O-])c1C | 0.0 | 3.8 | -13.7 | -7.7 | -11.7 | 0.41 | 14.0 | 1.1 | 3.6

Other entries follow:
# | structure | zfTRPN1 agonist | EBV gp42 inh | Furin inhibitor | Tb hexokinase | Calpain2 inh | KCC2 mod | PPC-1+TRAIL kill | TRPML3 agonist | thrombin 1536
25 | CCCn1c(SCC(=O)c2[nH]c(C)c(C(C)=O)c2C)n[nH]c1=O | -1.0 | -20.6 | -5.3 | -23.4 | 12.7 | -0.57 | 28.0 | -0.2 | -8.0
26 | COC(=O)C1=C(C)OC(N)=C(C#N)C1c1c(C)nn(-c2ccccc2)c1Cl (stereo not drawn) | 1.8 | -14.0 | -15.9[20 µM] | 1.5 | -10.9 | -1.16 | 2.6 | -0.1 | 6.3
27 | COc1ccccc1NC(=O)C1=C(C)NC(SCC(=O)c2ccc(C)cc2)=C(C#N)C1c1ccco1 (stereo not drawn) | 0.7 | -56.7 | -16.6[20 µM] | -18.0 | -154.8 | nt | 4.4 | 0.9 | 3.9
28 | CCN1C(=O)CS/C1=C(\C#N)S(=O)(=O)c1ccccc1 | 0.5 | -43.8 | -15.7[20 µM] | -1.2 | 24.8 | nt | 0.7 | 0.2 | -0.1
29 | O=C(COC(=O)C1CC1)c1c[nH]c2ccccc12 | 0.7 | -3.7 | -7.8[20 µM] | 4.4 | -11.9 | 0.37 | 10.8 | 0.5 | 5.9
30 | CNC(=O)c1cc(Nc2nnc(C)c3ccccc23)ccc1OC | 1.2 | -12.9 | -15.3[20 µM] | -26.3 | -14.0 | nt | 20.1 | 1.1 | -9.1
31 | O=C(CCN1C(=O)c2ccccc2C1=O)Nc1sc2c(c1C(=O)NCc1ccco1)CCCC2 | -0.1 | -23.6 | -11.2[20 µM] | -4.3 | -42.7 | -1.2 | 8.8 | 0.2 | -1.1
32 | O=c1cc(N2CCN(c3ccccc3Cl)CC2)[nH]c(=O)n1Cc1ccc(F)cc1 | 0.9 | -3.2 | -24.5 | 10.2 | -12.9 | -0.0123 | 0.4 | 0.4 | 0.8
33 | CCNc1sc(C(=O)OCC)c(N)c1C#N | -0.1 | -2.9 | -14.1 | -15.6 | -9.1 | 0.568 | 17.4 | 0.3 | -12.3
34 | CCCOc1ccc(OCCSc2nnc(N)s2)cc1 | -0.2 | -18.1 | -30.0[20 µM] | 0.6 | 11.4 | 0.169 | 4.9 | 0.2 | 0.0
35 | CCOc1ccc2nc(SC3CC(=O)N(c4ccccc4)C3=O)sc2c1 (stereo not drawn) | -4.2 | 7.1 | -7.3[20 µM] | 2.2 | -14.8 | 1.19 | 27.4 | -0.3 | 1.9
36 | Cc1sc(NC(=O)C2CCCCC2C(=O)O)c(C(N)=O)c1-c1ccccc1 (stereo not drawn) | 1.7 | -15.1 | -8.1[20 µM] | -8.0 | -26.7 | nt | 14.8 | -0.1 | 2.4
37 | Cc1ccc(NC(=O)CCSc2nc(C)cc(C)n2)cc1 | 0.9 | -13.9 | -16.3[20 µM] | 3.9 | -27.8 | 0.00201 | -2.1 | 0.3 | 1.3
38 | COc1ccc(S(=O)(=O)N(C)c2c(C)n(C)n(-c3ccccc3)c2=O)cc1OC | 1.5 | -10.2 | -21.2 | 5.8 | -4.2 | -0.211 | 8.0 | 0.9 | 2.4
39 | COc1ccc(-c2cc(C(F)(F)F)n3nc(C(=O)Nc4c(C)n(C)n(-c5ccccc5)c4=O)cc3n2)cc1 | -0.3 | 8.4 | -0.5 | -17.6 | -30.3 | nt | nt | 0.2 | -3.1
40 | O=C(CCSc1nc(-c2ccco2)cc(C(F)(F)F)n1)N1CCCc2ccccc21 | -0.8 | -15.8 | -12.1[20 µM] | -15.4 | 12.1 | -0.0838 | 0.3 | 2.0 | -3.3
41 | COCCN1C(=O)C(=O)/C(=C(/O)c2cccc(S(=O)(=O)N(C)C)c2)C12C(=O)N(C)c1ccccc12 (stereo not drawn) | 1.3 | -9.9 | -25.3[20 µM] | -31.0 | 18.0 | 0.686 | 31.4 | 0.9 | -0.2
42 | CCCCCC(C(=O)O)C(C)CC(=O)NC1CCCCC1 (stereo not drawn) | 1.8 | -14.8 | -5.7 | 63.1* | -2.0 | 0.304 | 8.2 | 0.8 | 0.6
43 | Cc1occc1-c1nnc(SCC(=O)Nc2ccccn2)o1 | 1.9 | -1.9 | -7.0 | 12.3 | 11.5 | -0.0978 | 34.2 | 0.9 | -9.9
44 | COc1ccc(C2=NN(S(C)(=O)=O)C(c3cccs3)C2)cc1 (stereo not drawn) | -1.1 | -27.5 | -25.6 | -3.2 | 11.1 | -0.872 | -9.0 | 1.0 | -3.2
45 | O=C(CNCC1CCCO1)N1CCCc2ccccc21 (stereo not drawn) | 1.7 | 8.7 | -20.0 | 4.7 | -1.0 | 0.0868 | 14.5 | 0.6 | 15.2
46 | CCN(/N=C/C=C/c1ccccc1)c1cc(=O)n(C)c(=O)[nH]1 | -0.4 | -9.5 | 22.4 | -76.1 | 52.1* | -0.0832 | 0.7 | 0.3 | -1.3
47 | CNC(=S)NCCc1cc2c(OC)ccc(OC)c2[nH]c1=O | 0.6 | -0.6 | -18.2 | -9.6 | -44.1 | -1.86 | 15.2 | 0.1 | -9.6
48 | O=C(COc1ccc(Br)cc1CO)Nc1ccccc1 | 1.6 | -1.9 | -17.1[20 µM] | 0.1 | 25.5 | 0.219 | 22.6 | 0.6 | -3.5
49 | Cn1c(/C=N/n2cnnc2)nc2ccccc21 | 1.4 | -10.1 | -17.5[20 µM] | -39.4 | i | 0.207 | 2.4 | 0.1 | 1.2

Source: PubChem BioAssay
